Bioassay records from PubChem BioAssay.
TDP2 absorb: TDP2 (human) inhibition, absorbance primary screen; 370,000 tested, 0.34% active; inhibition, % at 12.8 µM; recombinant TDP2, T5PNP hydrolysis, p-nitrophenol absorbance 415 nm; O95551;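 active = inhibition above the mean of all tested compounds plus 3 SD, set per campaign, cut at about 25% in these data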;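 also: 0% = DMSO with enzyme and 100% = buffer with substrate but no TDP2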
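Assay system: recombinant human TDP2 / Reagent: T5PNP substrate at 5 mM, a TopII-DNA adduct mimic / Measured by: epi absorbance from released p-nitrophenol / Evaluation: % inhibition relative to enzyme-containing and enzyme-free wells / Control set: enzyme-free and DMSO wells / Replicates: each compound tested once, singlicate / Schedule: enzyme reaction with compound for 2 h at 37 °C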
ADAM17 inh: inhibitors of human ADAM17 | P78536 | recombinant ADAM17, EDANS/DABCYL FRET peptide cleavage | inhibition, % at 6.95 µM | 370,000 tested, 0.83% active;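 active = inhibition above the mean of compounds lying between control limits plus 3 SD, set per campaign, cut at about 8.5% in these data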;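 also: 0% = DMSO-only wells as the low control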
Tn6 DDE FP: DD(E)-Tn6 binding inhibition, primary FP screen. P02675. Fibrin DD(E) TRITC-Tn6 fluorescence polarization displacement. inhibition, % at 8.3 µM. 370,000 tested, 0.21% active. AID 720509;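 active = inhibition above a per-campaign cutoff: mean of compounds within control limits plus 3 SD, cut at about 15% in these data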;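 also: 0% = median of all compound wells on the plate and 100% = blocking peptide control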
Tn7 DDE FP: inhibitors of Tn7 peptide binding to human fibrin DD(E). FP displacement of FITC-Tn7 peptide from fibrin DD(E); 0% = median of compound wells per plate. P02675. 370,000 tested, 0.13% active. inhibition, % at 8.3 µM;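 active = inhibition above the mean of compounds falling within the control limits plus 3 SD of them, cut at about 14% in these data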;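 also: 0% = plate median of compound wells and 100% = 10 µM Aha-Tn7 peptide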
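Also added: labelled Tn7 tracer, 0.1 µM; Assay system: human fibrin DD(E) protein; Amount: 2 µM fibrin DD(E); Schedule: 10 min compound pre-incubation, 3 h probe incubation at room temperature; Repeats: one replicate per compound; Read-out basis: percent inhibition; Measured by: fluorescence polarization of the labelled Tn7 tracer.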
LEDGF integ inh: blocks HIV-1 LEDGF/p75-dependent DNA integration; TR-FRET IN-LEDGF/p75 DNA integration, Eu/Cy5; 370,000 tested, 0.64% active; AID 743269; inhibition, % at 3.7 µM;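 active = inhibition above the screen-wide mean plus 3 SD, cut at about 13% in these data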;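 also: signal is the Cy5 over europium emission ratio at 671 and 618 nm; 0% = plate median of compound wells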
KLK7 zymogen act: activators of human kallikrein-7 zymogen | P49862 | purified proKLK7, EDANS-DABCYL substrate fluorescence; 100% is mature enzyme control, 0% vehicle | activation, % at 7 µM | 370,000 tested, 0.9% active | AID 652039;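 active = activation above the mean of all tested compounds plus 3 SD, computed per campaign excluding outliers beyond control limits, cut at about 13% in these data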
ASAP1 inh: blocks human ASAP1-stimulated Arf1 GTP hydrolysis; Q9ULH1; GDP FP detection; inhibition, % at 16.5 µM; 360,000 tested, 0.19% active; AID 624377; in the data active = inhibition above about 25%;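 also: 0% = vehicle with enzyme and substrate and 100% = no enzyme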
PLC-gamma1 inh: inhibitors of human phospholipase C gamma1. P19174. purified PLC-gamma1, fluorogenic substrate, fluorescence. inhibition, % at 12.2 µM. 370,000 tested, 0.84% active. AID 720700; in the data active = inhibition above about 9.5%
Target sequence (P19174 whole entry, looked up): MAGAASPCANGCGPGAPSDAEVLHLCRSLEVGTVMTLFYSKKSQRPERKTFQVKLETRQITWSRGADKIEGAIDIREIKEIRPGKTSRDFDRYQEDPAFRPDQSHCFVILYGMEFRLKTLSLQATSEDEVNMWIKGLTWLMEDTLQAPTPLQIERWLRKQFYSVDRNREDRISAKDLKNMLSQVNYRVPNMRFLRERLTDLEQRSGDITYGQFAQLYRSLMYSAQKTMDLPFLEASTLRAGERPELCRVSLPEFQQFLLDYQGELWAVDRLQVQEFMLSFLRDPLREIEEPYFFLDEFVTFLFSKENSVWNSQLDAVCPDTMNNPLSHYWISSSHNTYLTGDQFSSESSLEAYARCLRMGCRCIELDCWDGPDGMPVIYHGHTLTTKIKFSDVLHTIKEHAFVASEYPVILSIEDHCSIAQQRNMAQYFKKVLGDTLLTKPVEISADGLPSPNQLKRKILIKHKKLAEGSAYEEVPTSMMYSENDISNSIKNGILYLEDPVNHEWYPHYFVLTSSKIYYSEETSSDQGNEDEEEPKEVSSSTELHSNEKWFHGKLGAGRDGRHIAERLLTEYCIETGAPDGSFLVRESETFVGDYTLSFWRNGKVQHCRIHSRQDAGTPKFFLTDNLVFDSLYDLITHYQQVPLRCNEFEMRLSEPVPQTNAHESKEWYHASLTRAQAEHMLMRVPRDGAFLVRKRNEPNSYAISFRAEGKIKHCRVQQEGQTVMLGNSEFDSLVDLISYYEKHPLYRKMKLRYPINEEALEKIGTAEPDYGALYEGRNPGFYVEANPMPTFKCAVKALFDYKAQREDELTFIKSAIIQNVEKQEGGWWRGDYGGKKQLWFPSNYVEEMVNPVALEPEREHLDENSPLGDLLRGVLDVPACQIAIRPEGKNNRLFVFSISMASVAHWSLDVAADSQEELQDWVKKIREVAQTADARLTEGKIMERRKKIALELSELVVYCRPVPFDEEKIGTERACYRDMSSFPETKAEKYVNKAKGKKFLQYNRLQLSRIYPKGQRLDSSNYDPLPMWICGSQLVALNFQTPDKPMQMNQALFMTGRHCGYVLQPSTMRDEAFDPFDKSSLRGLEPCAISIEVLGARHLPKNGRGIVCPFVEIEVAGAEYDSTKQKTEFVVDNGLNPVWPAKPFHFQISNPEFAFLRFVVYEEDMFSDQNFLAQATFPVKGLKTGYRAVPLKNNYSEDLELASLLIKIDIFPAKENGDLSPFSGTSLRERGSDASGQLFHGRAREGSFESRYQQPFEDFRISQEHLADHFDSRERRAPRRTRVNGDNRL
ARFGAP1 inhibitor: rat ARFGAP1 inhibition. Arfgap1-stimulated ARF1 GTP hydrolysis, GDP FP detection. inhibition, % at 16.5 µM. 360,000 tested, 0.26% active;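 active = inhibition above a per-plate limit, mean inhibition of low control wells plus 3 SD, cut at about 25% in these data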;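 also: 0% = DMSO wells with enzyme and 100% = wells lacking Arfgap1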
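system = rat Arfgap1 catalytic domain, aa 1-136 | technique = FP, GDP Alexa 633 tracer displaced from anti-GDP antibody, 620/688 nm | compound = one concentration, 16.5 µM, DMSO 1.26% | medium = HEPES-based buffer, pH 7.5 | timing = compound-enzyme preincubation 20 min, reaction 120 min, detection 60 min, 25 °C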
ADAM10 inh: inhibits human ADAM10; O14672; recombinant ADAM10, EDANS/DABCYL FRET peptide cleavage, 3 h; inhibition, % at 7 µM; 370,000 tested, 0.62% active; AID 720582;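 active = inhibition above a per-campaign cutoff equal to the mean of compounds falling between control-based bounds plus 3 SD, cut at about 20% in these data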;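 also: 0% = DMSO wells while the 100% control is not disclosed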
An asterisk follows results filed as active; · = no result given.

Order of results – LEDGF integ inh	ARFGAP1 inhibitor	PLC-gamma1 inh	ASAP1 inh	KLK7 zymogen act	TDP2 absorb	Tn7 DDE FP	ADAM10 inh	Tn6 DDE FP	ADAM17 inh
1) CCOC(=O)Cn1nnnc1C(C(C)C)N(Cc1cc2c(C)cc(C)cc2[nH]c1=O)C1CCCC1 (configuration not stated)
 : -2	8	-167	0	1.0	-6	7	-48	5	-14
2) COC(=O)c1cc(C(=O)Nc2ccc(S(N)(=O)=O)cc2)cc([N+](=O)[O-])c1
 : 3	7	0	-3	0.3	5	3	2	-1	-1
3) Cn1nc(C(=O)OCc2ccc(F)cc2)c2ccccc2c1=O
 : 6	-1	-1	10	-0.1	-4	0	2	3	4
4) COc1ccc2oc3cc(C)[n+]([O-])c(-c4ccc(Cl)cc4)c3c2c1
 : 1	-5	-35	-8	3.8	2	9	-62	-7	-23
5) O=C1CCC([N+](=O)[O-])C(c2cc3c(cc2Br)OCO3)N1 (configuration not stated)
 : -1	-3	0	2	-0.4	-1	-6	-5	0	0
6) CCCCNC(=O)c1onc(CSc2ccccc2C)c1C(=O)O
 : 3	5	1	-4	0.3	-12	-2	3	10	1
7) O=C(CN1C(=O)C2CCCCC2C1=O)OCc1nnc(-c2ccccc2)o1 (configuration not stated)
 : 3	18	-1	-9	0.2	5	-6	-6	-7	-5
8) O=C(O)C(=Cc1cc2c(cc1[N+](=O)[O-])OCO2)c1cc2c(cc1Br)OCO2
 : 1	5	-3	10	0.6	-2	-2	-13	2	-5
9) O=S1(=O)c2c(Oc3cccc4ccccc34)cccc2OC(COCc2ccccc2)CN1C1CCCC1 (configuration not stated)
 : 0	-2	0	-10	-0.5	9	4	2	-1	-3
10) COc1ccc(NC(=O)Nc2cccc3cccnc23)cc1
 : -2	18	2	17	0.4	3	2	10	-7	4
11) CN(C)CCNC(=S)Nc1ccc(-c2nc3ccccc3[nH]2)cc1
 : -3	-13	-3	-7	-0.6	4	-2	-17	5	-8
12) NCCCCCc1nnc(SCc2ccccc2Cl)o1
 : -2	2	5	-2	-0.9	-3	-4	4	1	0
13) CCCN(CCC)S(=O)(=O)c1ccc(C(=O)Nc2cccnc2)cc1
 : -4	-5	4	5	0.0	-19	-4	-2	-3	-2
14) CCOC(=O)C(C#N)(Cc1ccc2ccccc2n1)Cc1ccc2ccccc2n1
 : 2	-12	-5	-6	0.4	-6	7	14	-3	3
15) COc1ccc(S(=O)(=O)N(C)C[C@H]2Oc3ccc(NC(=O)C4CC4)cc3C(=O)N([C@H](C)CO)C[C@@H]2C)cc1
 : -1	7	-4	-2	0.0	-4	-4	-10	0	-2
16) CCN1C2=C(C(=O)CCC2)C(c2ccc(O)c(Br)c2)C2=C1CCCC2=O
 : -4	-6	-81	0	10	-10	-2	-208	-3	-52
17) CCOc1ccc(NC(=O)Cn2nc(-c3ccccc3Cl)n(CC)c2=S)cc1
 : 1	-11	0	1	-0.1	2	-1	6	0	-2
18) CCCCNC(=O)NCC1CCN(Cc2ccc(OC)cc2)CC1
 : 1	·	0	·	0.6	-3	-10	1	3	1
19) OCCC1CN(Cc2nc3ccccc3s2)CCN1CCc1ccccc1 (configuration not stated)
 : 0	-5	-3	0	-0.1	7	3	0	-1	-2
20) CC(=O)N[C@@H](C)C(=O)N1CCN(S(=O)(=O)c2ccc(Cl)cc2)CC1
 : 2	-4	1	4	-0.9	6	4	-10	-1	-2
21) COc1ccccc1CNC(=O)COC(=O)C1CCN(S(=O)(=O)c2ccccc2)CC1
 : -7	-7	-3	2	0.3	-11	0	-14	0	-2
22) COC(=O)CCc1n[nH]c(=O)[nH]c1=O
 : 5	-13	7	-3	0.1	-18	-3	1	-3	3
23) COc1ccc2c(c1)c(=O)cc(-c1ccccc1)n2C
 : -1	10	-45	0	0.6	-3	-4	-44	-8	-19
24) Cc1cc(Cl)ccc1N(CC(=O)N=Nc1c(O)[nH]c2ccccc12)S(C)(=O)=O
 : -2	19	2	18	-0.8	6	-6	10	-10	3
25) CCN(CCCNC(=O)CN(C)S(=O)(=O)c1ccc2c(c1)CCC(=O)N2)c1cccc(C)c1
 : -1	1	0	11	-0.4	-2	-4	-5	-3	-3
26) Cc1c(C(=O)O)sc(=S)n1CCOc1ccccc1
 : 3	12	5	3	-0.7	-5	6	0	-5	-1
27) O=[N+]([O-])c1ccc(Cl)cc1NCC1CCCO1 (configuration not stated)
 : -4	0	2	1	-0.6	14	-5	-6	3	0
28) O=C(NCc1ccccc1)C(C1CC1)n1c(-c2cccs2)nc2ccccc21 (configuration not stated)
 : -1	-6	-10	11	1.0	9	-1	-112	4	-31
29) COC(=O)[C@]12C[C@H](CC(=O)NCc3cccc4ccccc34)C(=O)N(Cc3ccco3)C1=C[C@H](COCc1ccccc1)O[C@@H]2C
 : 7	·	8	·	0.6	-7	-10	22*	-5	7
30) Cc1oc(-c2cccc3ccccc23)nc1CN1CCC[C@H]1CO
 : 2	7	-10	-1	0.3	-1	0	-47	-8	-14
31) Cc1nnc2n1N=C(c1ccc(OC(F)F)cc1)C(C)S2 (configuration not stated)
 : -2	-15	-1	-13	0.3	-9	3	0	4	-2
32) C/C=C/c1ccc(OCC(O)CN2CCCCCCC2)c(OC)c1 (configuration not stated)
 : 1	3	2	0	-0.2	6	-1	5	5	-1
33) CCOC(=O)C1=NNC(C(=O)c2ccc(Cl)cc2)C1c1ccc(OC)cc1 (configuration not stated)
 : -3	-5	-3	-5	-0.2	-8	5	3	4	2
34) Cc1cc(C(c2ccc(C)o2)c2ccc(C)o2)c(O)c([N+](=O)[O-])c1
 : 6	4	-26	-2	-0.1	-12	1	13	2	0
35) CCc1ccc(CNC(=O)Cc2ccc(NC(=O)C3=C(C)OCCS3)cc2)cc1
 : 0	-13	-1	0	0.5	6	2	-3	0	-4
36) Cc1noc(NS(=O)(=O)c2ccc(N/C=C\C(=O)c3cccs3)cc2)c1C
 : -1	-6	-8	-15	0.2	4	-3	-4	3	0
37) CCOc1ccc(Nc2nc(N)nc(CSC(=S)N3CCN(c4ccccc4)CC3)n2)cc1
 : -1	0	-2	-1	-0.9	-5	9	8	-3	0
38) O=C(c1ccc(Oc2ccc(C(F)(F)F)cn2)cc1)N1CCN(c2ccccc2)CC1
 : -3	-9	2	5	0.6	-7	-2	1	-16	-1
39) Cc1csc(NC(=O)CSc2nnc(-c3ccoc3C)o2)n1
 : 0	4	-2	1	-0.5	1	5	2	3	-6
40) Cn1c(SCC(=O)c2ccccc2)ncc(C(=O)Nc2ccc(F)cc2)c1=O
 : -7	1	-2	1	0.0	-17	1	-15	2	0
41) COc1ccc(NC(=O)c2ccc(-c3ccc(-c4noc(C)n4)cc3C)cc2)cc1N1CCN(C)CC1
 : -4	18	-7	10	-1.6	-3	6	6	-13	-2
42) O=C(NCCCN1CCN(Cc2ccccc2)CC1)c1nnc(Cc2c(F)cccc2Cl)o1
 : -1	-3	-2	2	-0.3	7	-2	-10	2	-4
43) CCOC(=O)CSc1nc2c(sc(=S)n2CCc2ccccc2)c(=O)n1Cc1ccco1
 : 0	6	-1	15	0.1	2	4	2	2	2
44) Cc1nnc(SCC(=O)c2c(N)n(C3CC3)c(=O)[nH]c2=O)n1-c1ccccc1
 : -6	-4	0	4	0.7	8	3	-10	-3	-5
45) CC(C)C(=O)Nc1ncc(C(F)(F)F)cc1Cl
 : -3	2	-1	-2	-0.4	-4	-1	-8	5	-5
46) CCOc1ccc(NC(=O)CN(c2cc(C)cc(C)c2)S(=O)(=O)c2c(C)noc2C)cc1
 : 2	6	0	12	-0.2	1	-1	-8	-7	-1
47) COC(=O)[C@]12C[C@H](CC(=O)N3CCN(C(=O)C4CC4)CC3)C(=O)N(CCC3=CCCCC3)C1=C[C@H](C(C)C)O[C@@H]2C1CC1
 : -2	·	-1	·	0.2	1	5	-5	1	-8
48) CCN1C(=O)N[C@@H](c2ccco2)C(C(=O)OC)=C1C
 : 0	6	-4	-6	0.3	8	-3	-9	-1	-4
49) COCCNc1nc(NCCNC(C)=O)c2sc(-c3ccccc3)cc2n1
 : 2	-7	-33	-9	3.5	-9	3	-198	-4	-56
50) CC(=O)Nc1nnc(CCN2CCCCC2)s1
 : 1	-5	3	0	-0.4	11	0	5	-1	-2
51) O=C(Nc1ccccc1C(=O)N1CCCCC1)c1ccco1
 : 6	8	4	2	-0.1	-12	-3	8	8	4
52) CN(C)C(=O)CSc1nnc(C23CC4CC(CC(C4)C2)C3)o1
 : -2	-4	2	20	0.4	6	2	-6	-2	-3
53) O=c1[nH]c2ccccc2c(=O)c2ccccc12
 : -2	-2	-64	9	3.3	2	-1	-45	-5	-10
54) Cc1ccc(-n2nnnc2C(=Cc2ccc(N(C)C)cc2)c2nnnn2-c2ccc(C)cc2)cc1
 : 2	3	-1	7	0.8	2	4	5	-5	-1
55) Cc1ccc(C(=O)NC(=S)NNC(=O)COc2ccc([N+](=O)[O-])cc2)cc1
 : 0	-5	-1	12	-0.4	4	-7	4	1	1
56) COCCN(CCOC)c1nc(N)c2c(N)nc3c(c2c1C#N)CC(=O)N3Cc1ccc(Cl)cc1
 : 4	8	-117	24	50*	-9	3	-451	7	-141
57) COC(=O)c1ccc(C)c(NC(=O)CCc2cc(OC)c(OC)c(OC)c2)c1
 : 5	6	3	-8	0.5	-4	-3	5	4	-1
58) Cc1ccc(N/N=C(\C#N)C(N)=S)c(C)c1
 : -3	-13	2	-8	0.4	-2	-2	1	1	2
59) C#CCOCCOCCOCCNc1nc(N2CCN(C(=O)[C@H]([C@@H](C)CC)n3cc(CCCN=C(N)N)nn3)CC2)nc(N2CCN(C(=O)[C@H](Cc3ccc(O)cc3)n3cc(CCO)nn3)CC2)n1
 : 0	2	3	15	-0.2	-4	-2	-1	4	-2
60) Cc1ccc(CNC(=O)c2ccc3c(=O)[nH]c4c(C(=O)NCC5CCCO5)sc(=S)n4c3c2)cc1 (configuration not stated)
 : -2	4	-3	10	-0.2	12	8	0	-13	-5
61) CC1(C)NC(=O)N(CCCOc2ccc3c(c2)CCC3)C1=O
 : 5	-1	7	-4	-0.2	-4	3	-1	0	-3
62) CC12CCC(C(=O)C1)C1(C)CCCC(=O)C21 (configuration not stated)
 : 0	5	0	1	-0.2	6	-2	-6	0	-1

Compound profiles, from the list above. Order of screens: LEDGF integ inh, ARFGAP1 inhibitor, PLC-gamma1 inh, ASAP1 inh, KLK7 zymogen act, TDP2 absorb, Tn7 DDE FP, ADAM10 inh, Tn6 DDE FP, ADAM17 inh
Results for `CC(C)C(=O)Nc1ncc(C(F)(F)F)cc1Cl` : -3, 2, -1, -2, -0.4, -4, -1, -8, 5, -5
Results for `Cc1ccc(N/N=C(\C#N)C(N)=S)c(C)c1` : -3, -13, 2, -8, 0.4, -2, -2, 1, 1, 2

Rows are unselected, and some 4.2% of all compounds hit somewhere here.
